PvdQ acylase = blocks Pseudomonas aeruginosa PvdQ acylase activity. 340,000 tested, 0.063% active. purified PvdQ acylase, fluorescence plate reader. inhibition, % at 10 µM; in the data active = inhibition above about 30%, passing the limit was not always enough;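 note: 0% = vehicle neutral wells and 100% = reference inhibitor wells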
NSD2 HMT inh = NSD2 (human) methyltransferase inhibition | 310,000 tested, 0.54% active | O96028 | NSD2 peptide methylation, AlphaScreen, 120 min | inhibition, % at 12.5 µM | AID 743445; in the data active = inhibition above about 50%
dFosB activator = mouse delta FosB homodimer activation; activation, % at 25 µM; purified delta FosB, TAMRA-CDK5 oligo fluorescence polarization; percent of positive-control signal above neutral wells; 340,000 tested, 0.99% active; AID 493131; P13346;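 active = mean activation above about 17%, with every replicate also reaching it, limit read from the data, passing the limit was not always enough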;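 note: fluorescence polarization rise as delta FosB binds a TAMRA Cdk5 AP-1 oligo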
Target sequence (P13346 whole entry, looked up): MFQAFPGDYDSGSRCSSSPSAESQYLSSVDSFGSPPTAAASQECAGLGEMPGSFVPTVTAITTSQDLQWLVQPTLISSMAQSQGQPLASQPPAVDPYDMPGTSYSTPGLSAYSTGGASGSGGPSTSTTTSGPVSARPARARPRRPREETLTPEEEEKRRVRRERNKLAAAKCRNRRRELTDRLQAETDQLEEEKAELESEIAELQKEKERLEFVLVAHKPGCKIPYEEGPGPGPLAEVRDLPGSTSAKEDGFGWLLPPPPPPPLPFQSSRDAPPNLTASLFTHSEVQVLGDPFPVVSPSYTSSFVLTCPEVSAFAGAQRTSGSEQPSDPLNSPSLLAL
MITF TRPM1 HTS = increases MITF-driven TRPM1 promoter luciferase signal. 300,000 tested, 0.75% active. SK-MEL-5 TRPM1-promoter luciferase, 24 h; % of positive control, neutral wells = 0. activation, % at 12.5 µM;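 active = mean activation of at least 80% with every replicate also reaching 80%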;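 note: 0% = neutral control wells and 100% = parthenolide positive control wells; values of inactives mirror those of a sister screen read the other way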
CAL PDZ FP-1 = blocks peptide binding to human CAL PDZ domain; Q9HD26; purified CAL PDZ, TMR-peptide fluorescence polarization, 1 h; inhibition, % at 20 µM; 330,000 tested, 0.02% active; AID 504414;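 active = highest replicate inhibition of at least 40%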;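 note: plate controls were DMSO neutral control wells for no effect and unlabeled competitor peptide control wells for full effect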
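material = purified tagged CAL PDZ domain construct (CerCALP) | buffer or medium = sodium phosphate/NaCl buffer pH 7.4 with TCEP, IgG, Thesit | reagent = TMR-labelled reporter peptide T*-PRC34 bound in PDZ groove | incubation = 1 h room-temperature incubation prior to read | measured by = fluorescence polarization (mP) | evaluation = percent inhibition from loss of millipolarization | control set = unlabelled peptide and DMSO controls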
Rtt109 Vps75 = inhibitors of Candida albicans Rtt109/Vps75 histone acetyltransferase; AID 540336; inhibition, % at 34.9 µM; 330,000 tested, 0.16% active; Q5AAJ8; purified Rtt109/Vps75, ThioGlo CoA-SH fluorescence, 4 h;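 active = inhibition of at least 50% in every replicate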
Target sequence (Q5AAJ8 whole entry, looked up): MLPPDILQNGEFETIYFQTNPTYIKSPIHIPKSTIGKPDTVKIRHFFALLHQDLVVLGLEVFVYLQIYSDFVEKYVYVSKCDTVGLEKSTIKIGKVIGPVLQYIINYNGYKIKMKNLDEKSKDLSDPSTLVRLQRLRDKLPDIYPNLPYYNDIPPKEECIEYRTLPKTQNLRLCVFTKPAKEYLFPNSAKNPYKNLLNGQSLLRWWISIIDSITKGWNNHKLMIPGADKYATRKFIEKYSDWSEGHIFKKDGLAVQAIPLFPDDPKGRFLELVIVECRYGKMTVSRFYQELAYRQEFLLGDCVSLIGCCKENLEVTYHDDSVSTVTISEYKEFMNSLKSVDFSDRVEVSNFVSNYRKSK
SR-BI DiI-HDL act = enhances SR-BI lipid uptake from DiI-HDL. 320,000 tested, 0.096% active. CHO ldlA[mSR-BI] cells, DiI-HDL uptake fluorescence, 3 h; 100 = double the neutral-control signal. activation, % at 12.5 µM;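 active = mean replicate activation of at least 60% and every replicate at or above 60%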;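 note: 0% = median plate neutral-control signal and 100% = twice that signal; values of inactives mirror those of a sister screen read the other way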
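Test system: SR-BI-overexpressing, LDLR-lacking CHO cells; Medium: Ham's F12 with 0.5% BSA, HEPES 25 mM, pH 7.4; Schedule: 3 h, 37 °C; Technique: bottom-read fluorescence, 550/595 nm.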
SR-BI DiI inh = blocks mouse SR-BI lipid uptake from DiI-HDL; Q61009; ldlA[mSR-BI] CHO cells, DiI-HDL uptake fluorescence, 3 h; inhibition, % at 12.5 µM; 320,000 tested, 0.96% active; AID 488896;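 active = mean replicate inhibition of at least 70% and a set share of replicates each scoring 70 or more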;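 note: 0% = median of neutral control wells and 100% = median of positive control wells; values of inactives mirror those of a sister screen read the other way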
PfHsp90 set2 = inhibits growth of yeast expressing Plasmodium falciparum Hsp90 | inhibition, % at 9.4 µM | 310,000 tested, 0.32% active | S. cerevisiae expressing PfHsp90, BacTiter-Glo ATP, 48 h; yeast lacking PDR1 and PDR3 efflux regulators;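 active = every replicate shows inhibition above about 80%, whatever the replicate mean, limit read from the data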;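 note: 0% = DMSO neutral controls and 100% = 20 µM radicicol positive controls; yeast relying on Plasmodium falciparum Hsp90 in place of its own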
CAL PDZ FP-2 = CAL PDZ (human) peptide binding inhibition | inhibition, % at 24.9 µM | AID 602252 | Q9HD26 | purified CAL PDZ, TMR-peptide fluorescence polarization, 1 h | 300,000 tested, 0.92% active;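 active = mean inhibition of at least 30% with at least half of replicates also reaching 30%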;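 note: 0% = DMSO neutral control and 100% = excess unlabeled competitor peptide PRC23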
Starred values were filed as active, the others as inactive; . = no result given.

(1) CC1(C)CC2CC(C)(CN2C(=O)COC(=O)c2ccccc2C(F)(F)F)C1 (stereo unspecified)
(2) CCCOC(=O)c1ccc(NC(=O)/C=C/c2cccs2)cc1
(3) CC(C)NC(=O)C1CCN(C2CCN(C(=O)c3cc4c(s3)CCCCC4)CC2)CC1
(4) COc1ccc(N2C(=O)CSC23C(=O)N2c4c(cccc43)C(C)=CC2(C)C)cc1 (stereo unspecified)
(5) COc1cccc2[nH]c(=O)c(-c3ccccc3)cc12
(6) CCOC(=O)C1C(=O)CC(C)(O)C(C(=O)OCC)C1c1ccccc1 (stereo unspecified)
(7) COc1ccc(-c2cn(CCC(=O)O)c(-c3ccncc3)n2)cc1
(8) C/C(N)=C(/C#N)C(=O)COC(=O)c1ccc(C)c(S(=O)(=O)N2CCCCC2)c1

| Assay by compound | 1 | 2 | 3 | 4 | 5 | 6 | 7 | 8 |
| --- | --- | --- | --- | --- | --- | --- | --- | --- |
| PvdQ acylase | -13 | -4 | -11 | 6 | -22 | -5 | 7 | 6 |
| NSD2 HMT inh | -3 | 0 | -1 | 3 | 3 | -8 | . | 1 |
| dFosB activator | -12 | -11 | -5 | -5 | -3 | -14 | -1 | -4 |
| MITF TRPM1 HTS | -10 | 52 | 12 | 0 | 105* | -7 | 1 | -1 |
| CAL PDZ FP-1 | 0.0 | -3.7 | -0.7 | -1.6 | -0.2 | -4.7 | -0.4 | . |
| Rtt109 Vps75 | -6 | -4 | 14 | 13 | -3 | -10 | -7 | 20 |
| SR-BI DiI-HDL act | -37 | -39 | 5 | -6 | -3 | 12 | 38 | -13 |
| SR-BI DiI inh | 37 | 39 | -5 | 6 | 3 | -12 | -38 | 13 |
| PfHsp90 set2 | -19 | 29 | -13 | -4 | -31 | -21 | 4 | 13 |
| CAL PDZ FP-2 | . | -6 | . | . | 2 | 4 | 8 | -5 |

Part of the list above in another layout.
| # | molecule | PvdQ acylase | NSD2 HMT inh | dFosB activator | MITF TRPM1 HTS | CAL PDZ FP-1 | Rtt109 Vps75 | SR-BI DiI-HDL act | SR-BI DiI inh | PfHsp90 set2 | CAL PDZ FP-2 |
| --- | --- | --- | --- | --- | --- | --- | --- | --- | --- | --- | --- |
| 8 | C/C(N)=C(/C#N)C(=O)COC(=O)c1ccc(C)c(S(=O)(=O)N2CCCCC2)c1 | 6 | 1 | -4 | -1 | . | 20 | -13 | 13 | 13 | -5 |
| 7 | COc1ccc(-c2cn(CCC(=O)O)c(-c3ccncc3)n2)cc1 | 7 | . | -1 | 1 | -0.4 | -7 | 38 | -38 | 4 | 8 |
| 6 | CCOC(=O)C1C(=O)CC(C)(O)C(C(=O)OCC)C1c1ccccc1 (stereo unspecified) | -5 | -8 | -14 | -7 | -4.7 | -10 | 12 | -12 | -21 | 4 |

(further entries)
(9) CCOC(=O)c1sc2nc(Cc3ccc(Cl)cc3)[nH]c(=S)c2c1C
(10) CCOC(=O)c1ccc(NC(=O)c2cc3c(s2)CCC3)cc1
(11) Cc1c(C(=O)O)oc2c1ccc1ccccc12
(12) C/C(=N\NC(=O)c1cc([N+](=O)[O-])cc([N+](=O)[O-])c1)c1ccco1
(13) S=C1NC2=C(CCCC2)C2(CCCCC2)N1
(14) CCC1(CC)C(=O)C2=C3C1[C@H](C(=O)OC)C=C(C(=O)OC)C[C@H]3[C@H]1C(=O)N(CC(=O)OC)C(=O)[C@H]1[C@H]2C (stereo partly specified)
(15) COc1cc(/C=C2/SC(=S)N(Cc3ccccc3)C2=O)ccc1O
(16) Nc1nc2n(n1)C(c1ccc(F)cc1)CC(c1ccc(F)cc1)N2 (stereo unspecified)

| Assay by compound | 9 | 10 | 11 | 12 | 13 | 14 | 15 | 16 |
| --- | --- | --- | --- | --- | --- | --- | --- | --- |
| PvdQ acylase | -7 | -13 | -7 | -5 | -6 | -8 | 5 | 1 |
| NSD2 HMT inh | 1 | -1 | 3 | -3 | 1 | . | 9 | -1 |
| dFosB activator | 0 | -2 | -2 | -2 | -3 | -1 | -1 | -12 |
| MITF TRPM1 HTS | 10 | 54 | -6 | -6 | 7 | -8 | . | 5 |
| CAL PDZ FP-1 | -4.0 | -1.3 | -2.4 | -3.5 | 0.1 | 0.2 | -7.4 | -1.0 |
| Rtt109 Vps75 | 9 | -36 | 2 | -12 | -11 | -9 | 4 | -6 |
| SR-BI DiI-HDL act | -16 | . | 11 | -4 | -13 | 24 | -18 | 23 |
| SR-BI DiI inh | 16 | . | -11 | 4 | 13 | -24 | 18 | -23 |
| PfHsp90 set2 | -24 | -18 | -32 | 10 | 4 | -5 | -1 | -8 |
| CAL PDZ FP-2 | 3 | -2 | 3 | -1 | -2 | -4 | -32 | 0 |

Records listed so far that bear a hit mark in MITF TRPM1 HTS:
(5) COc1cccc2[nH]c(=O)c(-c3ccccc3)cc12

| Assay by compound | 5 |
| --- | --- |
| PvdQ acylase | -22 |
| NSD2 HMT inh | 3 |
| dFosB activator | -3 |
| MITF TRPM1 HTS | 105* |
| CAL PDZ FP-1 | -0.2 |
| Rtt109 Vps75 | -3 |
| SR-BI DiI-HDL act | -3 |
| SR-BI DiI inh | 3 |
| PfHsp90 set2 | -31 |
| CAL PDZ FP-2 | 2 |

Single entries from above:
entry 15 @ PvdQ acylase: 5
entry 14 @ SR-BI DiI inh: -24
entry 13 @ SR-BI DiI-HDL act: -13

An excerpt from above with just SR-BI DiI inh, PvdQ acylase and Rtt109 Vps75.
entry | Molecule | SR-BI DiI inh | PvdQ acylase | Rtt109 Vps75
12 | C/C(=N\NC(=O)c1cc([N+](=O)[O-])cc([N+](=O)[O-])c1)c1ccco1 | 4 | -5 | -12
13 | S=C1NC2=C(CCCC2)C2(CCCCC2)N1 | 13 | -6 | -11
14 | CCC1(CC)C(=O)C2=C3C1[C@H](C(=O)OC)C=C(C(=O)OC)C[C@H]3[C@H]1C(=O)N(CC(=O)OC)C(=O)[C@H]1[C@H]2C (stereo partly specified) | -24 | -8 | -9

Carrying on:
(17) NC(=O)COC(=O)c1ccccc1OCc1ccccc1
(18) CCOC(=O)C1CCCN(c2cc(=O)n(Cc3ccc(F)cc3)c(=O)[nH]2)C1 (stereo unspecified)
(19) CC1=C(C(=O)OCC2CCCO2)C(c2cccc(O)c2)NC(=O)N1 (stereo unspecified)
(20) COc1cc2[nH]c(-c3ccc(C)cc3)cc(=O)c2cc1OC
(21) COC(=O)c1c(C)[nH]c(O)c1C=Nc1ccc(Oc2ccccc2)cc1
(22) CCCCN(C)C(=O)c1cc2cc([N+](=O)[O-])cc(OC)c2oc1=O
(23) CCC(=O)Nc1ccnc(-c2cccnc2)n1
(24) CC(=O)OCC12COC3c4ccccc4OC(C)(CC1C)C3C2C (stereo unspecified)
(25) c1csc(Cn2nnnc2CN2CCN(c3nc4ccccc4s3)CC2)c1
(26) C=CCOC(=O)C1=C(C)Nc2nc3ccccc3n2C1c1ccncc1 (stereo unspecified)

| Assay by compound | 17 | 18 | 19 | 20 | 21 | 22 | 23 | 24 | 25 | 26 |
| --- | --- | --- | --- | --- | --- | --- | --- | --- | --- | --- |
| PvdQ acylase | 8 | -4 | -5 | -9 | 7 | -1 | -6 | -3 | 7 | -20 |
| NSD2 HMT inh | 3 | 4 | 0 | . | 3 | 1 | . | -3 | -3 | -3 |
| dFosB activator | -6 | -5 | 1 | -5 | -12 | -6 | -10 | -8 | -5 | -9 |
| MITF TRPM1 HTS | -6 | 11 | 0 | 46 | 27 | 2 | 1 | -5 | . | . |
| CAL PDZ FP-1 | 0.4 | -0.8 | 0.0 | -3.5 | -3.2 | 12 | -1.0 | 0.1 | -1.6 | . |
| Rtt109 Vps75 | 12 | -4 | -3 | -3 | . | -3 | 2 | . | -2 | 4 |
| SR-BI DiI-HDL act | -11 | 2 | 13 | 22 | -38 | -8 | 2 | -6 | 0 | 38 |
| SR-BI DiI inh | 11 | -2 | -13 | -22 | 38 | 8 | -2 | 6 | 0 | -38 |
| PfHsp90 set2 | 9 | -18 | -33 | -5 | 10 | . | -6 | -31 | -13 | . |
| CAL PDZ FP-2 | . | -1 | -3 | -6 | -2 | 1 | . | 51* | 1 | 0 |
